High-throughput results deposited in PubChem by several laboratories.
IMP-1 inhibitor: IMP-1 metallo-beta-lactamase inhibitors, primary screen, biochemical, epi-absorbance readout, Pseudomonas aeruginosa enzyme | 290,000 compounds, 0.45% hits | inhibition, % at 5.6 µM | AID 1556, 2009 | purified IMP-1, nitrocefin hydrolysis, epi-absorbance fluorescence | metallo-beta-lactamase IMP-1 (Pseudomonas aeruginosa);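 active = inhibition above the mean plus 3 SD of all compounds in the same screening run, cut at about 4.5% in these data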;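 note: 0% = IMP-1 with DMSO and 100% = DMSO wells lacking enzyme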
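System: purified IMP-1 / Input: IMP-1 dispensed at 0.2 nM / Medium: 50 mM HEPES pH 7.1, 50 µM ZnSO4, 0.05% Brij 35 / Timing: 15 min enzyme–compound preincubation, then 25 min nitrocefin reaction, 25 °C / Technique: plate fluorescence quenching by hydrolysis product, ex 480/em 530 nm / Repeats: singlicate testing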
SUMO HTRF inh: inhibitors of in vitro SUMOylation cascade, primary screen, biochemical, HTRF, uHTS; HTRF SUMOylation assay, SAE1/SAE2 + UBC9; inhibition, % at 35 µM; 290,000 compounds, 0.36% hits; in the data active = inhibition above about 50%, passing the limit was not always enough; note: strong numbers were not always called active
Target sequence (P63279 whole entry, looked up): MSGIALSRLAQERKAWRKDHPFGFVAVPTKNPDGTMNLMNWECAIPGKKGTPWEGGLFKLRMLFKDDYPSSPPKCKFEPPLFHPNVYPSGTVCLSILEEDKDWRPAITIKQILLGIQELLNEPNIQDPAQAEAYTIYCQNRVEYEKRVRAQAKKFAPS
p-CIP stab down: p/CIP-EGFP fusion destabilizers, primary screen, fluorescence, F442A cells | Q05BA5 | 290,000 compounds, 0.01% hits | decrease of EGFP signal, % at 10 µM | 16 h;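 active = EGFP signal decrease of at least 30% at 10 µM or well 3 SD below plate mean, unless failing retest; inactive = the rest, including hits failing retest or dose response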; note: some compounds called inactive have numbers as strong as hits; many of its hits are not listed in these tables
VIM-2 inh: VIM-2 metallo-beta-lactamase inhibitors, primary screen, biochemical, epi-absorbance readout, Pseudomonas aeruginosa enzyme; purified VIM-2, nitrocefin hydrolysis, epi-absorbance fluorescence; inhibition, % at 5.6 µM; 290,000 compounds, 0.89% hits;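 active = inhibition above the mean of all tested compounds plus 3 SD, cutoff set per screening run, cut at about 7.5% in these data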;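 note: red hydrolysis product quenches plate fluorescence so inhibitors raise well fluorescence; 0% = enzyme with DMSO and 100% = DMSO without enzyme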
HCV NS3 hel inh: inhibitors of HCV NS3 helicase, primary screen, biochemical, Cy5 molecular beacon fluorescence. inhibition, % at 10.9 µM. NS3 helicase DNA unwinding. 290,000 compounds, 0.56% hits. Hepatitis C virus NS3 helicase;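 active = inhibition above the mean of all tested compounds plus 3 SD, set per campaign, cut at about 35% in these data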;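 note: 0% = DMSO wells and 100% = thioflavine S control wells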
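Compound dosing – single dose, 10.9 µM nominal final, DMSO 0.8% final · System – NS3 helicase fragment of HCV · Buffer or medium – MOPS pH 6.5, MgCl2, DTT, Tween20, BSA · Signal – Cy5 beacon fluorescence read at start and 1 h · Also added – annealed dual-labelled DNA beacon duplex, ATP-started · Schedule – 1 h at 25 °C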
IDE cell activ: human IDE activators in live cells, primary screen, fluorescence polarization, HEK cells, FAbeta-B substrate; Insulin-degrading enzyme (Homo sapiens), P14735; FAbeta-B cleavage; 0% vehicle, 100% cell-free pure enzyme wells; activation, % at 5.96 µM; 340,000 compounds, 0.073% hits; AID 493087, 2011;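 active = activation above the mean of all tested compounds plus 3 SD, set per screening campaign, cut at about 17% in these data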
GalR3 antag: GalR3 antagonists in HEK293 cells, primary screen, cell-based, fluorescence readout; Galanin receptor type 3 (Homo sapiens), O60755; HEK293 GalR3-CNG cAMP membrane potential fluorescence; galR3 body fused to GalR1 C-terminus; inhibition, % at 3 µM; 360,000 compounds, 0.44% hits; AID 651719, 2012;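 active = inhibition above the screen-wide average plus 3 SD, cut at about 13% in these data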;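 note: forskolin and galanin both at EC90 stimulate the cells; cAMP rise reported by CNG channel membrane potential dye signal; 0% = forskolin plus galanin with DMSO and 100% = forskolin alone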
Target sequence (O60755 1-299 limits assumed): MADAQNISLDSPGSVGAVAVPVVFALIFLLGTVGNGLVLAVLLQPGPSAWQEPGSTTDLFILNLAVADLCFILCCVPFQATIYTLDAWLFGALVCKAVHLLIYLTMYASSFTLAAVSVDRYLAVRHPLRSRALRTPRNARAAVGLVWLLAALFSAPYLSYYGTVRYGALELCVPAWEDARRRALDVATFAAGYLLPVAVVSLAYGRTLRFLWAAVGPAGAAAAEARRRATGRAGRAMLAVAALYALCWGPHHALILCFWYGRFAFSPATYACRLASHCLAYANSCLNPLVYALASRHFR
CRFBP-R2 block: antagonists of CRF-BP/CRF-R2 complex, primary screen, cell-based, HEK293, calcium dye fluorescence, uHTS; CRF-induced calcium fluorescence; inhibition, % at 11.8 µM; 350,000 compounds, 0.59% hits;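 active = inhibition of the ligand-induced calcium signal above about 50% at the single tested concentration, limit read from the data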
IDE cell inh: human IDE inhibitors in live cells, primary screen, fluorescence polarization, HEK cells, FAbetaB substrate | FAbetaB cleavage | inhibition, % at 5.59 µM | 320,000 compounds, 0.41% hits | AID 434962, 2010;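 active = percent inhibition above the average of all tested compounds plus 3 SD, set per screening campaign, cut at about 16% in these data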;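 note: IDE supplied by intact live HEK cells; FP after avidin binding of uncleaved biotin substrate so inhibition keeps polarization high; 0% = DMSO wells and 100% = 60 µM reference IDE inhibitor Ii1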
An asterisk follows results filed as active; · = no result given. No enrichment for hits; any-hit rate near 3.2%.

SMILES	IMP-1 inhibitor	SUMO HTRF inh	p-CIP stab down	VIM-2 inh	HCV NS3 hel inh	IDE cell activ	GalR3 antag	CRFBP-R2 block	IDE cell inh
CCC(=O)N1CCc2cc(S(=O)(=O)NCCC(=O)N3CCN(c4ccccn4)CC3)ccc21	-0.8	-6	-7	-3.6	5	16	-4	-3	0
Cc1ccc(SCC(=O)Nc2ccc(-c3nc4ccccc4[nH]3)cc2)cc1	-5.1	10	-6	-4.8	3	1	1	1	-5
CCOc1ccc(-n2ccnc2)nn1	-1.3	-20	1	-1.5	4	3	-8	9	4
O=S(=O)(c1ccc(S(=O)(=O)N2CCCC2)cc1)N1CCCCC1	-0.6	11	2	1.8	9	·	·	-4	3
O=C1NC(=S)S/C1=C\c1ccc(SCc2ccco2)o1	9.7*	63*	-6	3.7	76*	-7	·	15	-6
COC(CNC(=O)CNC(=S)N(Cc1ccccc1)Cc1cccnc1)OC	-1.4	18	-8	0.1	0	0	-7	-25	10
Cc1cc(S(=O)(=O)N2CCCC2)ccc1OCC(=O)NCc1ccccc1	-1.4	15	-10	-1.1	14	1	-1	-13	-5
Cc1cccc(NC(=O)NC2CC(=O)N(c3ccc4c(c3)OCCO4)C2)n1 (stereo unspecified)	-3.7	-6	2	-2.7	1	3	0	-5	-1
Cc1ccc(N2C(=O)CC(SCC(=O)Nc3ccc(S(N)(=O)=O)cc3)C2=O)cc1 (stereo unspecified)	2.9	6	4	-0.7	7	-3	-1	12	-1
Cc1ccc(S(=O)(=O)Nc2cccc3cccnc23)c([N+](=O)[O-])c1	-3.2	-8	-6	-5.7	-15	2	-5	-2	6
CCCn1c(=O)c2sccc2n2c(CCCC(=O)NCC3CCCO3)nnc12 (stereo unspecified)	-2.4	11	3	-3.0	-5	5	-6	-4	-1
CN(C(=O)CC1C(=O)NCCN1Cc1ccc2ccccc2c1)C1CCOCC1 (stereo unspecified)	-0.3	-10	-5	0.1	-27	4	0	1	2
O=C(Nc1ccc2c(c1)OCO2)c1noc2c1CCCC2	-2.2	14	-16	-0.9	9	-3	-11	1	-4
CNC(=S)NNC(=O)c1ccc(N(C)C)cc1	-3.9	18	-15	-1.4	-3	3	1	3	-3
CC(C)CN1C(=S)SC(C)(C)C1n1oc(=O)n(-c2ccccc2)c1=O (stereo unspecified)	1.5	-11	8	0.8	-12	6	-6	8	-2
CCOC(=O)c1cnc2c(C)cc(C)cc2c1Nc1ccc(S(=O)(=O)Nc2ncccn2)cc1	-4.3	13	-17	-3.0	2	1	-3	-13	-4
COc1cccc(CNC(=O)CSc2nc3c(oc4ccccc43)c(=O)n2CC2CCCO2)c1 (stereo unspecified)	·	·	·	·	·	5	0	1	6
O=C(/C=C/c1ccccc1)NC(NC(=S)Nc1cccc(Cl)c1)C(Cl)(Cl)Cl (stereo unspecified)	0.2	34	-6	-1.5	7	-5	-2	10	7
O=[N+]([O-])c1ccc(NC2CCN(Cc3ccccc3)CC2)c([N+](=O)[O-])c1	-2.2	3	-3	-4.4	2	1	-7	12	-4
CC(=O)Nc1ccc(C(=O)CSc2nc3ccc(C)cc3[nH]2)cc1	-2.0	6	-9	-4.2	3	-6	-10	-4	-8
CCOC(=O)c1cc(CC)sc1NC(=O)CSc1nc2ccccc2c(=O)n1Cc1ccco1	-3.8	9	1	-4.0	-8	-1	-4	-11	7
Cc1ccc(C2=NN(CCC(=O)NC3CCCC3)C(=O)CC2)cc1	-1.4	·	-3	-1.0	12	-1	-6	-4	0
COc1ccc(NC(=O)N2CCCC(c3ccccc3)C2)cc1 (stereo unspecified)	-1.9	1	0	-2.1	-1	2	-10	7	·
Cc1c(C#N)c2ccccc2n1CCOc1ccccc1F	-1.2	-7	0	0.7	-11	2	-4	-3	-5
CCOc1cc2c(cc1/C=C/c1noc(C)c1[N+](=O)[O-])OC(C)C2 (stereo unspecified)	13*	20	-569	17*	13	-6	-6	-218	11
COc1cccc2c1O/C(=N\O)C(C(=O)Nc1ccc(C)cc1)C2 (stereo unspecified)	-3.2	-6	6	-2.1	6	-2	-12	2	1
CC(=C/c1ccccc1)/C=N/NC(=O)c1cccs1	-3.0	19	-6	-3.0	-6	·	2	-8	4
O=C(O)C1C2C=CC(O2)C1C(=O)NCc1ccc2c(c1)OCO2 (stereo unspecified)	-4.2	10	-22	-6.7	2	2	-2	-8	3
CCOC(=O)N1CCN(C(=O)CCCn2nnnc2CN2CCC(C)CC2)CC1	-2.1	9	-15	-0.1	-8	2	-8	3	0
COc1cc(S(=O)(=O)N2CCOCC2)cc(C(=O)c2nccn2C)c1OC	-1.9	4	-5	-3.0	-2	4	-4	16	9
CCCc1ccc(OCC(=O)NNC(=O)c2cccnc2)cc1	-2.9	3	7	-2.9	-3	-4	-4	-11	0
Cc1ccc(-c2cc(C(=O)N/N=C/c3cccnc3)n[nH]2)o1	0.0	2	1	-5.0	-3	6	-2	12	-5
CC1CCCCC1NC(=O)CSc1nnc(CNC(=O)c2ccccc2)n1C (stereo unspecified)	-0.7	13	2	0.9	5	4	-2	-5	-1
CNS(=O)(=O)c1ccc(C)c(S(=O)(=O)NC)c1	-1.6	17	1	-1.4	3	6	-3	8	4
Cc1n[nH]c(C)c1S(=O)(=O)N(C)Cc1ccco1	·	·	·	·	·	0	-2	-4	0
Cc1ccc(N2CCN(S(=O)(=O)N(C)C)CC2)cc1Cl	-3.9	30	-18	-4.4	2	9	-4	-8	6
C=CCN(CC=C)CCOc1ccc(OC(C)C)cc1	0.2	10	-14	0.0	1	7	-3	1	3
CCOc1cccc(SCc2noc(C(=O)NCC3CCCO3)c2C(=O)O)c1 (stereo unspecified)	-1.5	-2	3	1.7	16	-2	-2	-6	-1
Cc1c(C(=O)N2CCC(C)CC2)oc2ccc(S(=O)(=O)N3CCC4(CC3)OCCO4)cc12	-3.1	12	-3	-1.9	-5	0	-5	31	-3
CCOC(=O)N1CCN(c2cc(=O)n(-c3ccc(OCC)cc3)c(=O)[nH]2)CC1	-1.6	-4	-7	2.7	0	0	-3	12	-1
O=C(NCCc1ccccc1)c1cc2ccccc2oc1=O	0.5	-4	-1	1.3	21	-1	-12	-3	2
Cc1ccc(CNC(=O)CCCc2c[nH]c3ccccc23)cc1	-3.9	1	-4	0.0	10	5	-5	5	6
COc1ccc2cc(C)c3nnc(SCC(=O)Nc4nc(-c5ccc(F)cc5)cs4)n3c2c1	-4.0	-4	-7	-2.5	2	5	-4	1	5
O=[N+]([O-])c1cc(C(F)(F)F)cc([N+](=O)[O-])c1NCCNC(=S)Nc1ccc(Cl)c(Cl)c1	0.5	-12	2	-2.4	23	7	-4	12	0
COC(=O)[C@H](c1ccccc1Cl)N1CCc2sccc2C1	-5.0	-7	1	-1.7	-2	3	-5	25	1
CCCC(C)NC(=O)COC(=O)c1ccccc1SCC(=O)NC(C)CCC (stereo unspecified)	-2.0	-1	-19	-0.1	1	1	0	-8	5
O=C(N/N=C/c1cccc(OC(=O)c2ccc3c(c2)OCO3)c1)c1cncc(Br)c1	-2.1	46	-7	0.4	-5	2	-10	-2	2
Cc1ccccc1N=C1NC(=O)/C(=C/c2cccn2-c2cccc(C(=O)O)c2)S1	-3.6	18	-3	-2.1	30	·	-2	-28	·
COc1ccccc1C1C(C(=O)NCc2ccccc2)=C(C)Nc2ncnn21 (stereo unspecified)	-2.3	1	1	-0.2	5	4	-3	6	-4
CCn1c2ccccc2c2cc(/C=N/NC(=O)c3cccc(C)c3)ccc21	-3.5	8	-4	-2.4	1	5	-5	5	1
O=C(O)Cc1ccc(S(=O)(=O)N2CCCC2)s1	·	·	·	·	·	3	-5	1	-5
c1ccc(-c2ccc(-c3nccc4ccccc34)[nH]2)cc1	-0.7	10	-14	-0.2	-21	·	·	·	·
CCn1c(-c2c[nH]c3ccccc23)n[nH]c1=S	-4.0	-2	4	-0.9	5	-4	-1	4	2
CCN1CCN(C(=O)c2cccc(OC3CCN(S(C)(=O)=O)CC3)c2)[C@@H](C)C1=O	-2.3	-2	-4	-2.3	5	3	-4	-3	6
Cc1ccc(C)c(C2=NNC(=NCc3ccccc3)SC2)c1	-5.1	-5	1	-3.1	22	2	-2	28	·
CCOc1ccccc1/C=N/n1nnnc1N	-1.3	13	-12	-0.1	-10	2	-6	21	1
COc1ccccc1N=C(C)C1=C(O)COC1=O	-2.9	2	1	-2.1	-10	2	-12	24	0
CCn1c(SCC(=O)N/N=C(/C)c2ccncc2)nc2ccccc21	-1.1	26	-1	0.1	-6	-4	-5	14	12
COc1ccc2c(c1OC)C(=O)OC2CC(=O)c1ccc(O)cc1 (stereo unspecified)	-0.8	5	-12	0.2	3	3	7	19	5
O=C(CNc1cccc([N+](=O)[O-])c1)N/N=C/c1ccc(F)cc1	-0.1	23	-3	-2.2	8	-2	1	-15	3
Next section.
SMILES	IMP-1 inhibitor	SUMO HTRF inh	p-CIP stab down	VIM-2 inh	HCV NS3 hel inh	IDE cell activ	GalR3 antag	CRFBP-R2 block	IDE cell inh
CCOC(=O)C(C)(C)N(Cc1cccc(C)c1)S(=O)(=O)c1cccc([N+](=O)[O-])c1	0.0	-17	10	-0.7	-4	2	-4	24	-3
CC1(C)Cc2c(cnn2-c2ccccc2)C(NC(=O)C2(C(N)=O)CC2)C1 (stereo unspecified)	-0.8	5	-16	-1.7	0	-1	-4	-11	-4
CCCCCCn1c(CN2CCCCC2)nc2c1c(=O)n(C)c(=O)n2C	-4.1	·	·	-2.0	6	-3	-5	-17	-2
CCOC(=O)c1c2ccccc2[n+]([O-])n1CCO	·	·	·	·	·	6	4	-5	3
CC(=O)c1ccc(OCC(C)C)c(CN2CCCCC2)c1	-0.6	-17	-17	-1.2	-2	-2	-5	-2	1
Cc1c(C(=O)O)c(C(=O)O)nc2ccc(N3CCOCC3)cc12	-1.3	88	-14	0.4	5	·	·	·	-3
CC(C)C[C@H](NC(=O)N1CC(=O)Nc2ccccc21)C(=O)N[C@@H](Cc1c[nH]c2ccccc12)C(=O)O	-3.2	11	-5	-0.7	9	3	-6	-2	-7

Full records, quoted from the list. Order of values: IMP-1 inhibitor | SUMO HTRF inh | p-CIP stab down | VIM-2 inh | HCV NS3 hel inh | IDE cell activ | GalR3 antag | CRFBP-R2 block | IDE cell inh
`CCCCCCn1c(CN2CCCCC2)nc2c1c(=O)n(C)c(=O)n2C` across the screens: -4.1 | · | · | -2.0 | 6 | -3 | -5 | -17 | -2
`CC(=O)c1ccc(OCC(C)C)c(CN2CCCCC2)c1` across the screens: -0.6 | -17 | -17 | -1.2 | -2 | -2 | -5 | -2 | 1
